Pol beta inh: qHTS Assay for Inhibitors of DNA Polymerase Beta | Pol beta primer extension/strand displacement, fluorescence kinetic | Potency, µM (doses to about 114 µM), for inactives: at the top dose activity change, negative = inhibition, hits mostly inhibitors | 1.3% of 340,000 active | AID 485314, 2010; further: on the % scale 0 is the no-effect control and ±100 the full control effect
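Values derive from four-parameter Hill fits of normalized kinetic data: reads at 0 and 10 min following addition of 50 nM substrate to 10 nM Pol beta preincubated 15 min with compound.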
Pol iota inh: qHTS for Inhibitors of Polymerase Iota. DNA polymerase iota (Homo sapiens), Q9UNA4. Pol iota fluorescent replication assay, 10 min. Potency, µM (top dose mostly 115 µM), for inactives: at the highest dose activity, negative = inhibition, most hits filed as inhibitors. 1% of 390,000 active. AID 588590, 2011
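Pol iota at 10 nM preincubated 15 min with compounds at room temperature; reaction started with fluorescent substrate, 50 nM final. Fluorescence read kinetically at 0 and 10 min; buffer-only wells as negative control.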
APEX1 inh: qHTS Assay for Inhibitors of the Human Apurinic/apyrimidinic Endonuclease 1 (APE1); recombinant APE1, TAMRA/BHQ-2 abasic DNA cleavage fluorescence; Potency, µM (series often up to 65.8 µM), inactives show at the highest dose activity change, negative = inhibition, hits mostly inhibitors; 0.35% of 350,000 active;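 further: plate controls were vehicle for no effect and reference inhibitor for full effect; nearly all actives have a fitted effect of over 55% in size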
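Substrate: short duplex with […] THF abasic site, 5'-TAMRA and 3'-BHQ-2, 50 nM final. APE1 at 0.75 nM, preincubated 15 min RT with compound. Fluorescence increase from first to third read measured activity.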
G9a inh: qHTS Assay for Inhibitors of Histone Lysine Methyltransferase G9a. Histone-lysine N-methyltransferase EHMT2 (Homo sapiens), Q96KQ7. G9a H3K9 monomethylation, AlphaScreen, 2 h. Potency, µM (doses to about 102 µM), inactives show at the highest dose activity, negative = inhibition, usual class: inhibitors. 8.8% of 350,000 active. AID 504332, 2011; further: on the % scale 0 is the no-effect control and ±100 the full control effect; nearly all actives have a fitted effect of over 75% in size
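Using a bead-based AlphaScreen, monomethylated H3K9 product from 2 h room-temperature reactions (G9a 20 nM, peptide 500 nM, SAM 20 uM) was detected with 0.5 ug/mL rabbit anti-H3K9me1 antibody.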
Apoferritin bind: qHTS Assay for Identification of Novel General Anesthetics. Ferritin light chain (Equus caballus), P02791. apoferritin/1-aminoanthracene competitive binding, fluorescence. 0.074% of 350,000 active. AID 485281, 2010. Potency, µM (series often up to 77.5 µM), for inactives: at the highest dose activity change, negative = displacement, actives largely listed as inhibitors; further: on the % scale 0 is the no-effect control and ±100 the full control effect; nearly all actives have a fitted effect of over 20% in size
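Read-out: endpoint 1-AMA fluorescence, excitation 380 nm and emission 535 nm, after compounds sit 10 min at room temperature with 10 uM horse-spleen apoferritin in 50% saturated 1-AMA/PBS. Values come from four-parameter Hill fits.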
BLM helicase inh: qHTS Assay for Inhibitors of Bloom's syndrome helicase (BLM); RecQ-like DNA helicase BLM (Homo sapiens), P54132; Potency, µM (series often up to 56.1 µM), for inactives: at the top dose activity change, negative = inhibition, hits mostly inhibitors; 0.2% of 350,000 active; recombinant BLM DNA unwinding, fluorescence dequenching;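 further: plate controls were vehicle for no effect and no enzyme for full effect; nearly all actives have a fitted effect of over 35% in size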
POLH inh: qHTS for Inhibitors of Polymerase Eta | AID 588591, 2011 | Potency, µM (top dose mostly 114 µM), for the others: top-dose activity change, negative = inhibition, usual class: inhibitors | 1.2% of 390,000 active | recombinant Pol eta, fluorescent DNA replication assay | DNA polymerase eta (Homo sapiens), Q9Y253; further: on the % scale 0 is the no-effect control and ±100 the full control effect
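Pol eta at 10 nM preincubated with compounds 15 min at room temperature; reaction started with fluorescent substrate (50 nM final) and read kinetically at 0 and 10 min.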
POLK inh: qHTS for Inhibitors of Polymerase Kappa; 0.53% of 400,000 active; Potency, µM (top dose mostly 107 µM), inactives show at the top dose activity, negative = inhibition, most hits filed as inhibitors; AID 588579, 2011; purified Pol kappa, fluorescent DNA synthesis assay, 10 min; further: on the % scale 0 is the no-effect control and ±100 the full control effect
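First, compounds were pin-transferred onto 10 nM Pol kappa. After 15 min at room temperature, substrate was added to 50 nM final. Fluorescence was then measured kinetically at 0 and 10 min.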
BAZ2B block: qHTS Assay for Inhibitors of BAZ2B | AlphaScreen BAZ2B-H3K14Ac peptide displacement | AID 504333, 2011 | Potency, µM (titrated, usually from 114 µM), for inactives: top-dose activity change, negative = inhibition, most hits filed as inhibitors | 4.4% of 360,000 active; further: on the % scale 0 is the no-effect control and ±100 the full control effect; nearly all actives have a fitted effect of over 60% in size
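In this displacement format the biotinylated H3(5-23) peptide acetylated at Lys14 serves as ligand at 50 nM, with BAZ2B at 50 nM in PBS pH 7.4 containing 0.01% Tween-20. Donor and acceptor beads are 10 ug/mL final.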
The depositor's hits bear a star; ? = inconclusive; / = not tested or not shown; [ ] = remark or other dose. The call rests on the fitted dose curve; in most records, active means well fitted curve in the direction sought with a large enough effect; inconclusive means small, poorly fitted or top-dose-only effect, or another doubt; inactive means no such curve, though single readings can be large; an effect the other way counts as inactive or inconclusive. Potency means the concentration at half of the fitted maximal effect. A portion of the library; the hit share may differ from the screen's.

SMILES	Pol beta inh	Pol iota inh	APEX1 inh	G9a inh	Apoferritin bind	BLM helicase inh	POLH inh	POLK inh	BAZ2B block
COCCn1c(Cc2ccccc2)nnc1SCC(=O)Nc1ccccc1	39%[activator]	3%	8%	/	-13%	2%	-9%	5%	-12%
O=C(CCSCc1cnn(-c2ccccc2)c1-n1cccc1)NCc1ccccc1Cl	25%	12%	/	?	-5%	-2%	-24%	-6%	-22%
Cc1ccc(-n2nnnc2Sc2nc([N+](=O)[O-])nn2C)cc1C	32%	10%	-2%	-2%	-14%	-2%	9%	5%	0%
N=c1c2c(-c3ccccc3)c(-c3ccccc3)n(Cc3ccccc3)c2ncn1CCCn1ccnc1	6%	-3%	-1%	?	-20%	-10%	-21%	3%	50µM*
Cc1nc(NC(=O)/C=C/c2ccc(Cl)cc2Cl)sc1C(=O)N(C)C	22%	-6%	-2%	-9%	2%	2%	-17%	3%	-4%
Cc1ccccc1SCC(=O)OCC(=O)Nc1ccc(N(C)C)cc1	-28%	34%	-2%	13µM*	?	-2%	-21%	4%	40µM*
NS(=O)(=O)c1ccc(NC(=O)CN2CCCCC2)cc1	32%	4%	-1%	-41%	-7%	1%	-10%	-2%	1%
C[C@H]1COC(=O)[C@H](Cc2ccc(F)cc2)C/C=C\C[C@H](CC(=O)N(CCO)Cc2ccccc2)C(=O)N1	/	31%[activator]	-9%	/	/	/	-23%	3%	/
CC1CCC2(CC1)NC(=O)N(CC(=O)c1ccc(CNC(=O)C(C)(C)C)s1)C2=O (centres undefined)	/	21%	27%	3%[2.33 µM]	/	/	-14%	-9%	-3%
CCOc1ccc(NC(=O)CCC(=O)c2ccc(F)cc2)cc1	46%	26%	2%	11%	-8%	-3%	1%	-1%	-1%
CC(Sc1nnc(NCc2ccccc2)s1)C(=O)Nc1ccc2c(c1)C(=O)c1ccccc1C2=O (centres undefined)	-28%	4%	-2%	3.2µM*	-15%	-8%	-15%	-3%	?
CCOc1ccc(CCNC(=O)C2=C(C)C(=O)OC23CCCCC3)cc1OCC	4%	32%[activator]	-1%	8%[59 µM]	-2%	-3%	-5%	-2%	-28%
CCOc1ccccc1NC(=O)CSc1nnc(NC(=O)c2ccco2)s1	-16%	11%	-9%	/	-2%	1%	-2%	-15%	-6%
CCN(CC(=O)Nc1ccc(NC(C)=O)cc1)C(=O)/C=C/c1cccs1	16%	-16%	3%	4%[59 µM]	-7%	3%	-6%	-2%	1%
COc1ccc(NC(=O)CSCc2ccccc2C)cc1	22%	28%	-2%	-4%[59 µM]	-6%	-1%	-16%	-8%	6%
COc1ccc(OC)c(-c2csc(NC(=O)Cc3cc(OC)c(OC)c(OC)c3)n2)c1	12%	36%[activator]	8%	19%	6%	-3%	-23%	-2%	1%
CCc1ccc(N(CC(=O)NC(C)(C)C)C(=O)CCC(=O)Nc2ccccn2)cc1	15%	15%	17%	-1%[59 µM]	-13%	-4%	-29%	2%	-4%
CCOC(=O)c1ccc(NC(=O)CSc2cc(-c3ccccc3)nc(C)n2)cc1	12%	-4%	/	-3%[59 µM]	?	-11%	-10%	-13%	2%
CCCCN(C)C(=O)C1CCCN(c2ncnc3onc(-c4ccc(F)cc4)c23)C1 (centres undefined)	-1%	15%	/	-4%[59 µM]	0%	3%	-10%	-14%	8%[57.1 µM]
Cc1ccc(N=C2NC(=O)CC(C(=O)Nc3ccc4c(c3)OCO4)S2)cc1 (centres undefined)	?	4%	-6%	4%	?	-6%	-5%	-1%	-10%
Cc1nn(-c2ccc(F)cc2)c2sc(C(=O)O)cc12	10%	16%	17%	-30%[59 µM]	5%	-16%	-5%	-6%[60.1 µM]	-12%
Cc1[nH]n(-c2ccccc2)c(=O)c1N=Nc1ccc(C#N)cc1	41%	6%	0%	23%	5%	-1%	-1%	-12%[60.1 µM]	-1%
COc1ccccc1NC(=O)C(CCS(C)(=O)=O)N1C(=O)c2ccccc2C1=O (centres undefined)	1%	10%	0%	-25%[12.7 µM]	-4%	-2%	-8%	-7%	1%
COC(=O)c1scc(-c2ccc(C)cc2)c1S(=O)(=O)N1CCN(c2ccccc2)CC1	2%	-9%	/	-42%[59 µM]	-2%	-7%	-4%	3%	?
CCC[C@H]1CCCC/C=C\CCCC(=O)OCCN1C(=O)OC(C)(C)C	/	27%	3%	5%[2.33 µM]	/	/	-10%	0%	6%

Compound profiles, from the list above. Order of screens: Pol beta inh, Pol iota inh, APEX1 inh, G9a inh, Apoferritin bind, BLM helicase inh, POLH inh, POLK inh, BAZ2B block
Cc1nc(NC(=O)/C=C/c2ccc(Cl)cc2Cl)sc1C(=O)N(C)C is entered as 22%, -6%, -2%, -9%, 2%, 2%, -17%, 3%, -4%
CCN(CC(=O)Nc1ccc(NC(C)=O)cc1)C(=O)/C=C/c1cccs1 is entered as 16%, -16%, 3%, 4%[59 µM], -7%, 3%, -6%, -2%, 1%
CCOc1ccc(NC(=O)CCC(=O)c2ccc(F)cc2)cc1 is entered as 46%, 26%, 2%, 11%, -8%, -3%, 1%, -1%, -1%
CCc1ccc(N(CC(=O)NC(C)(C)C)C(=O)CCC(=O)Nc2ccccn2)cc1 is entered as 15%, 15%, 17%, -1%[59 µM], -13%, -4%, -29%, 2%, -4%
COC(=O)c1scc(-c2ccc(C)cc2)c1S(=O)(=O)N1CCN(c2ccccc2)CC1 is entered as 2%, -9%, /, -42%[59 µM], -2%, -7%, -4%, 3%, ?

The list goes on.
SMILES	Pol beta inh	Pol iota inh	APEX1 inh	G9a inh	Apoferritin bind	BLM helicase inh	POLH inh	POLK inh	BAZ2B block
S=C1NC[C@H](CC2CCCCC2)N1CCc1cccc2ccccc12	7%	7%	?	-26%[12.7 µM]	-19%	-10%	-22%	-16%	?
O=C(CNc1ccc2ccccc2c1)N/N=C/c1ccc([N+](=O)[O-])o1	7%	-24%	2%	2.5µM*	?	-8%	-19%	-9%	-30%
COc1ccc(N2CCN(c3oc(-c4ccco4)nc3C#N)CC2)cc1	-2%	-2%	2%	25µM*	15%	-8%	-7%	-5%	/
COc1ccc(-c2cc(C(=O)N3CC(C)CC(C)C3)c3ccccc3n2)cc1OC (centres undefined)	/	12%	4%	?	/	/	-26%	-18%	5%
COc1ccc2c(CC(=O)OCC(=O)N3CCc4ccccc43)coc2c1	?	-9%	-3%	-12%[12.7 µM]	-22%	-5%	-15%	-11%	1%
CCCCNC(=O)N1CCN(C(=O)c2ccco2)CC1	51%[activator]	-21%	18%	-5%	-1%	-3%	0%	-10%	?
O=C(NNS(=O)(=O)c1ccccc1[N+](=O)[O-])c1cccnc1	8%	20%	10%	/	-2%	1%	-35%	7%	?
CCOc1ccc(C(=O)NC(=S)Nc2cccc(S(=O)(=O)NC3=NCCC3)c2)cc1	-25%	43%[activator]	5%	?	-18%	-3%	-18%	-17%	-19%
CC(C)(C)c1[nH]nc2c1C(c1cccnc1)C(C#N)=C(N)O2 (centres undefined)	-1%	13%	0%	13%	-4%	1%	-7%	-1%	-5%
CSc1nnc(C)c(/C=C/Nc2ccc(F)cc2F)n1	?	19%	10%	?	-13%	-5%	?	-3%	?
COc1ccc(NC(=O)Cn2c(=O)n(-c3ccc(C)cc3)c(=O)c3c2c2cc(C)ccc2n3C)cc1	37%	-5%	/	-12%[59 µM]	7%	1%	-9%	-11%	-31%
CC1(C)Oc2ccc(C(=O)NNC(=O)Nc3ccccc3)cc2NC1=O	-14%	35%[activator]	26%	6%	0%	-6%	4%	-10%	-1%
Cc1ccc(C(=O)NC(C)C2CC3CCC2C3)c(C)c1 (centres undefined)	-3%	52%[activator]	6%	17%	-20%	-1%	-16%	4%	3%
CC(C)CSc1ccc(S(=O)(=O)NCC(=O)O)cc1[N+](=O)[O-]	-21%	81%[activator]	0%	50µM*	-16%	-4%	-2%	0%	-28%
O=C(N/N=C/c1ccc(OC(=O)c2cccc(Br)c2)cc1)c1cccnc1	?	8%	-6%	16%	-5%	-3%	-5%	-17%	-5%
COc1ccccc1NS(=O)(=O)c1cc(N2Cc3ccccc3C2=N)ccc1N1CCOCC1	19%	7%	2%	14µM*	-19%	11%	1%	2%	/
C=CCOC(=O)C1=C(C)NC(=O)NC1c1cc(Cl)cc(Cl)c1OC (centres undefined)	-18%	15%	-21%	/	-16%	-4%	-20%	0%	4%
CC1Cc2cc(S(=O)(=O)NCc3ccccc3Cl)ccc2N1C(=O)C1CCC1 (centres undefined)	25%	-6%	/	-1%[59 µM]	34%[activator]	-10%	-17%	-20%	2%
COc1ccc(OCCn2c(=N)n(CCO)c3ccccc32)cc1	24%	8%	15%	-33%	-7%	5%	7%	2%	5%
C=C(CC)C(=O)c1ccc(OCC(=O)O)c(Cl)c1Cl	1%	10µM*	-14%	71µM*	-1%	-10%	79µM*	-7%	-30%
Cc1ccc(C)c(SCC(=O)OCC(=O)NCCNC(=O)COC(=O)CSc2cc(C)ccc2C)c1	/	-7%	-26%	?	/	/	-14%	-11%	3%
CCCn1cc(C(=O)N(C)C2CCCN(Cc3ccccc3F)C2)c(C)n1 (centres undefined)	-3%	23%	8%	49%	-5%	-1%	-18%	-4%	0%
Cc1cc2oc(=O)cc(CNc3ccccc3F)c2cc1O	2%	47%[activator]	54%[activator]	1%	-4%	-3%	5%	-10%	-15%
COc1ccc(OC)c(NC(=O)Cc2c(C)n(C(=O)c3ccc(Cl)cc3)c3ccc(OC)cc23)c1	13%	-5%	/	-32%[59 µM]	6%	-4%	/	-8%	-35%
O=C(CN1CCCCC1)Nc1cccc(Br)c1	-8%	9%	-1%	13%[59 µM]	-11%	-3%	-7%	-5%	0%
CN1C(=O)c2ccc(C(=O)Nc3ccc4c(c3)OCO4)cc2C1=O	87%	7%	-9%	2%[12.7 µM]	3%	-9%	3%	2%	-7%
Cc1ccccc1CNC(=O)CCC(=O)N1CCSc2ccccc21	29%	2%	/	5%[59 µM]	6%	-1%	-15%	-8%	-26%
